# PAX8 inh HTS – lowers PAX8-driven luciferase in RMG-I cells; inhibition, % at 12.6 µM; actives 1.2% (n = 360,000); RMG-I TPO-luciferase reporter, SteadyGlo, 24 h;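 active = mean replicate inhibition at least 60% with every replicate also reaching 60%; inconclusive = only one of the two criteria is met; inactive = mean below 60% and not all replicates reaching 60%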;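 note: luciferase light reporting Pax8 driven TPO promoter activity; plate controls were median of neutral control wells for no effect and mitoxantrone controls for full effect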
# INS-1E GSIS act – primary screen for activators of insulin secretion dependent on glucose, INS-1E cells, GLuc reporter luminescence; INS-1E GLuc reporter insulin secretion, 2-3 h; activation, % at 16.6 µM; actives 0.61% (n = 370,000);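 active = lowest replicate activation of at least 40%, so every replicate reaches that level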;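 note: 0% = median of neutral control wells and 100% = median of IBMX positive control wells; some compounds called inactive have numbers as strong as hits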
# DENV2 CPE rescue – DENV2-induced cell death inhibition | CPE inhibition, % at 9.99 µM | actives 1.7% (n = 350,000) | AID 651640 | DENV2-infected cells, cytopathic effect rescue, plate reader; in the data active = CPE inhibition above about 20%, passing the limit was not always enough; inconclusive = no clear call, values can overlap the other calls; tested in BHK-21 cells;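 note: 0% = median of neutral control wells and 100% = median of positive control wells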
# F508del corr – correctors of CFTR F508del function in bronchial epithelial cells; CFBE cells, YFP halide quenching; stimulated with forskolin plus potentiator P3; % fluorescence drop versus neutral controls; activity (quench increase), % at 7.58 µM; actives 0.36% (n = 350,000); AID 720511;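 active = mean added fluorescence quench of at least 8% versus neutral control, with both replicates also reaching 8%; inconclusive = only one of the mean or replicate conditions met; inactive = mean below 8% and not both replicates reaching 8%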;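 note: cells transiently co-express mutant CFTR-F508del with the halide-sensitive YFP; corrector assay measuring rescue of mutant channel to the surface after 24 h compound exposure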
# EWS-Fli inh – EWS/Fli transcriptional activity inhibition; actives 0.67% (n = 350,000); inhibition, % at 12.6 µM; A673 NR0B1-luciferase reporter, viability-normalised; AID 651661;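 active = mean inhibition of at least 50% after viability correction, with every replicate also passing that limit; inconclusive = mean reaches 50% but only one of two replicates passes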;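 note: firefly luciferase signal divided by Alamar Blue viability fluorescence both relative to DMSO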
# miR122 inh – blocks miR-122 activity in Huh7 sensor cells | Huh7 miR-122 Renilla luciferase sensor, 48 h; neutral wells = 0, positive control = 100 | activation (reporter increase), % at 12.5 µM | actives 0.3% (n = 340,000);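 active = mean replicate activation score at least 90 and every replicate individually at or above 90; inconclusive = only one of the two criteria met; inactive = neither criterion met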;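 note: higher luciferase means less miR-122 activity so hits act as miR-122 inhibitors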
# FN deposition inh – fibronectin deposition inhibition; actives 0.086% (n = 350,000); AH1F fibroblasts, Alexa488-fibronectin deposition fluorescence, overnight; AID 743247; inhibition, % at 12.6 µM;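 active = mean inhibition across replicates of 30% or more, regardless of how many single replicates reach that level; inconclusive = mean under 30% yet at least half of replicates reach 30%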;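 note: positive control wells lacked labelled fibronectin entirely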
#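 Schedule: 1 h cell adhesion before compound, then overnight fibronectin incubation; test system: AH1F fibroblast monolayer depositing Alexa488-labelled fibronectin into matrix; quantity: 10000 AH1F cells per well; probe or stimulus: fluorescent fibronectin at 24 nM final; signal: fluorescence, ex 485 nm, em 525 nm; evaluation: percent inhibition as loss of matrix-bound fibronectin fluorescence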
# * marks the source's active call; other numbers are inactive results; ? = inconclusive; . = no result given; & = joins results of further samples; [ ] = another dose, or the depositor's remark.
no.	SMILES	PAX8 inh HTS	INS-1E GSIS act	DENV2 CPE rescue	F508del corr	EWS-Fli inh	miR122 inh	FN deposition inh
1	COc1cc(/C=C2\SC(=S)N(CCC(=O)Nc3ccccc3)C2=O)cc(OC)c1OC	11	1	4	-1.1	8	.	.
2	O=C1c2ccccc2C(=O)C1c1ccccc1	-6	.	18	.	-7	-4	2
3	C[C@@H]1CN([C@H](C)CO)C(=O)c2cc(NC(=O)Nc3cccc4ccccc34)ccc2O[C@@H](C)CCCCO[C@@H]1CN(C)CC1CCCCC1	-3	-5	45*	1.3	76*	-30[16.7 µM]	.
4	CC(C)NC(=O)N1[C@H](CN(C)C(=O)c2ccccc2)[C@@H](c2ccccc2)[C@@H]1CO	-15	-1	5	1.1	10	67[16.7 µM]	-6
5	Cc1ccc(S(=O)(=O)N2CCN(C(=O)CSc3cc(C)ccc3C)CC2)c(C)c1	3	-31	1	-3.2	8	-1	9
6	CC1C=NC(S(=O)(=O)N2CC[C@@H]3[C@@H](CO)N(C)c4ccc(-c5ccccc5F)cc4[C@@H]32)=N1 (stereo partly drawn)	9	-20	?	-2.4	-1	13[16.7 µM]	-11
7	CC1CN(S(=O)(=O)c2ccc(C(=O)NC3CCCCC3)cc2)CC(C)O1 (stereo not drawn)	-1	-14	2	4.2	14	-2	-2
8	O=S(=O)(Nc1cc(F)ccc1F)c1cccc2nsnc12	-15	-17	2	1.8	18	6	2
9	CCN(CC)c1ccc(NC(=O)C2=CC=CN3CCS(=O)(=O)N=C23)cc1	-49	-6	-7	-1.0	-37	-4	-4
10	CCOc1cc(NC(=O)c2cccs2)c(OCC)cc1NC(=O)c1cccnc1	11	-7	7	-1.2	9	-4	-3
11	CCOC(=O)c1cccc(NC(=O)Cn2cc3c(n2)CCC(C)C3)c1 (stereo not drawn)	-14	-4	-3	-1.5	-33	2	-12
12	C[C@@H]1CCCCO[C@@H](CN(C)S(=O)(=O)c2cccs2)[C@@H](C)CN([C@H](C)CO)C(=O)c2cc(NC(=O)c3ccncc3)ccc2O1	-32	22	2	0.7	1	8[16.7 µM]	-5

no.	SMILES	PAX8 inh HTS	INS-1E GSIS act	DENV2 CPE rescue	F508del corr	EWS-Fli inh	miR122 inh	FN deposition inh
13	Cc1ccc(C(=O)NNC(=S)NC(=O)COc2ccccc2)cc1	.	29	1	-2.2	11	.	.
14	CC(C)CC#Cc1ccc2c(c1)O[C@H](CN(C)C(=O)Nc1ccccc1)[C@@H](C)CN([C@H](C)CO)S2(=O)=O	3	-7&-23	1&2&1	2.0&3.7&2.2	8&34&25	42	1&-2
15	CCC(C(=O)NC1CCCC1)n1c(SCc2cccc(C)c2)nc2ccncc21 (stereo not drawn)	1	-44	-3	0.6	7	0	3
16	Cc1c(OCC(=O)NC(Cc2c[nH]c3ccc(O)cc23)C(=O)O)ccc2c3c(c(=O)oc12)CCC3 (stereo not drawn)	7	-8	-5	1.3	4	-6	-2
17	COC(=O)CC1Oc2ccccc2N(Cc2ccccc2)C1=O (stereo not drawn)	-1	14	-4	-3.5	-6	-2	2
18	Cc1ccccc1NC(=O)CSCCN1C(=O)c2ccccc2C1=O	-11	-3	2	4.4	13	.	2
19	C[C@@H]1CN([C@@H](C)CO)C(=O)c2cc(-c3ccncc3)cnc2O[C@H]1CN(C)C(=O)c1ccccc1F	-10	11	3	-0.7	-8	-4[16.7 µM]	.
20	CCc1ccccc1N(C1=NCCCS1)S(=O)(=O)c1ccc(C(C)(C)C)cc1	13	-8	-13	-1.5	15	9	-4
21	OCC[C@H]1C[C@H](O)[C@@H](O)[C@]2(CCc3ccccc3O2)O1	1	2	9	-2.0	0	-4	-16
22	Cc1[nH]n(-c2ccc(Cl)c(Cl)c2)c(=O)c1CCO	16	-12	19	1.8	1	41	9
23	COC(=O)C1=C(CS(=O)(=O)c2ccc(C)cc2)NC(=O)NC1c1ccc(OC)c(OC)c1 (stereo not drawn)	0	26	10	0.7	-13	-2	4
24	Cc1ccc(C2(C)NC(=O)N(CC(=O)NC(C)c3ccccc3)C2=O)cc1 (stereo not drawn)	-3	5	1	-2.1	-2	-5	5

no.	SMILES	PAX8 inh HTS	INS-1E GSIS act	DENV2 CPE rescue	F508del corr	EWS-Fli inh	miR122 inh	FN deposition inh
25	CCCC(=O)N1C[C@@H]2[C@H](c3ccccc31)[C@@H](CO)N2C(=O)CC1CC1	-10	6	.	2.1	-4	8[16.7 µM]	.
26	N#CCCN(C(=O)COC(=O)c1n[nH]c2ccccc12)c1ccccc1	5	-7	5	-1.0	-20	.	7
27	COCCCNS(=O)(=O)c1ccc2[nH]c3c(c2c1)CCCCC3	1	-7	-5	-1.7	9	58	2
28	CCN(CC)C(c1ccc(F)cc1)c1nnnn1C1CCCCC1 (stereo not drawn)	1	.	.	.	.	5	0
29	CC(C)(O)C#Cc1ccc([C@H]2[C@@H](CO)N3CCCCN(C(=O)c4cccc(F)c4)C[C@H]23)cc1	7	17	-15	-1.3	.	3[16.7 µM]	.
30	CCN1C/C(=C\c2cccc([N+](=O)[O-])c2)C(=O)/C(=C/c2cccc([N+](=O)[O-])c2)C1	55	18	33*	1.0	82*	-6	9
31	CCNCC(=O)Nc1c(C)cccc1C	4	.	0	0.8	-6	-17	-5
32	C/C(Nc1ccc(F)cc1)=C(/C#N)C(N)=O	0	5	.	.	.	-5	4
33	COc1ccc(Nc2nc(-c3ccccc3)nc3ccccc23)cc1	21	-18	-5	-1.3	9	-3	10
34	O=C(c1cccc(F)c1)N(Cc1nc2ccccc2c(=O)[nH]1)C1CCCC1	21	-11	.	-1.3	-10	.	-1
35	COc1ccc(Nc2ccc(S(=O)(=O)N3CCCCC3)cc2[N+](=O)[O-])cc1OC	18	7	.	.	.	.	3
36	CCOC(=O)c1ccc(-c2cccc(C(F)(F)F)c2)nc1C	-37	.	.	.	.	1	-6

# Entries from the list above that have a thiophene ring, fused or not:
no.	SMILES	PAX8 inh HTS	INS-1E GSIS act	DENV2 CPE rescue	F508del corr	EWS-Fli inh	miR122 inh	FN deposition inh
10	CCOc1cc(NC(=O)c2cccs2)c(OCC)cc1NC(=O)c1cccnc1	11	-7	7	-1.2	9	-4	-3
12	C[C@@H]1CCCCO[C@@H](CN(C)S(=O)(=O)c2cccs2)[C@@H](C)CN([C@H](C)CO)C(=O)c2cc(NC(=O)c3ccncc3)ccc2O1	-32	22	2	0.7	1	8[16.7 µM]	-5

# (more compounds)
no.	SMILES	PAX8 inh HTS	INS-1E GSIS act	DENV2 CPE rescue	F508del corr	EWS-Fli inh	miR122 inh	FN deposition inh
37	COc1ccccc1-c1ccc2c(c1)O[C@H](CN(C)S(=O)(=O)c1ccc(F)cc1)[C@H](C)CN([C@@H](C)CO)S2(=O)=O	28	-1	1	4.4	-4	1[16.7 µM]	.
38	Cc1csc(NC(=O)c2ccc3ccccc3n2)n1	-47	5	-1	-2.4	-30	0	-4
39	N#C[C@H]1[C@H](c2ccc(C#CC3CCCCC3)cc2)[C@@H](CO)N1C(=O)Cc1ccccn1	18	-13	87*	-0.6	4	.	-4
40	COCCCNC(=O)c1cccc2c(-c3ccnn3C)coc12	.	2	1	1.8	3	1	3
41	C[C@H](CO)N1C[C@H](C)[C@H](CN(C)Cc2ccc(C(=O)Nc3ccccc3N)cc2)Oc2c(NC(=O)Nc3ccc(C(F)(F)F)cc3)cccc2C1=O	.	-11	-9	-1.1	6	-5[16.7 µM]	.
42	O=C(CCCN1C(=O)/C(=C/c2ccccc2OC(F)F)SC1=S)Nc1cccnc1	98*	-11	-4	-0.8	-4	23	2
43	C[C@@H]1CCCCO[C@H](CN(C)S(=O)(=O)c2cn(C)cn2)[C@H](C)CN([C@@H](C)CO)C(=O)c2cc(NC(=O)Nc3ccc(C(F)(F)F)cc3)ccc2O1	1	-5	-9	2.9	4	-13[16.7 µM]	.
44	COc1cc(OC)cc(C(=O)NCC(=O)OCC(=O)Nc2cc(S(C)(=O)=O)ccc2Cl)c1	-5	26	4	-2.4	-1	11	-2
45	COc1ccc(S(=O)(=O)N2CCC(C)CC2)cc1N(C)S(=O)(=O)c1ccccc1	3	-26	-9	2.1	18	.	-9
46	CC1CCN(C(=O)COC(=O)c2ccccc2NC(=O)c2ccco2)CC1	-41	-22	.	1.4	-54	.	.
47	O=[N+]([O-])c1ccc(OCc2n[nH]c(=S)n2-c2ccccc2)cc1	-5	.	0	0.0	8	-2	1
48	COc1ccc([C@@H]2[C@@H]3C(=O)N(C(C)(C)C)C(=O)[C@@H]3[C@]3(Cc4ccc(Cl)cc4)C(=O)N(c4ccc(Br)cc4)C(=O)N23)cc1	-4	0	-7	6.0	7	-15	7

# Some values from above.
# Under EWS-Fli inh, CCc1ccccc1N(C1=NCCCS1)S(=O)(=O)c1ccc(C(C)(C)C)cc1 shows 15
# Under INS-1E GSIS act, O=C(CCCN1C(=O)/C(=C/c2ccccc2OC(F)F)SC1=S)Nc1cccnc1 shows -11
# Under PAX8 inh HTS, N#CCCN(C(=O)COC(=O)c1n[nH]c2ccccc12)c1ccccc1 shows 5
# Under DENV2 CPE rescue, C[C@H](CO)N1C[C@H](C)[C@H](CN(C)Cc2ccc(C(=O)Nc3ccccc3N)cc2)Oc2c(NC(=O)Nc3ccc(C(F)(F)F)cc3)cccc2C1=O shows -9
# Under FN deposition inh, CCOC(=O)c1ccc(-c2cccc(C(F)(F)F)c2)nc1C shows -6
# Under DENV2 CPE rescue, CC(C)NC(=O)N1[C@H](CN(C)C(=O)c2ccccc2)[C@@H](c2ccccc2)[C@@H]1CO shows 5

# 2 of the compounds above, as labelled records.
43: C[C@@H]1CCCCO[C@H](CN(C)S(=O)(=O)c2cn(C)cn2)[C@H](C)CN([C@@H](C)CO)C(=O)c2cc(NC(=O)Nc3ccc(C(F)(F)F)cc3)ccc2O1
  PAX8 inh HTS = 1; INS-1E GSIS act = -5; DENV2 CPE rescue = -9; F508del corr = 2.9; EWS-Fli inh = 4; miR122 inh = -13[16.7 µM]; FN deposition inh = .
44: COc1cc(OC)cc(C(=O)NCC(=O)OCC(=O)Nc2cc(S(C)(=O)=O)ccc2Cl)c1
  PAX8 inh HTS = -5; INS-1E GSIS act = 26; DENV2 CPE rescue = 4; F508del corr = -2.4; EWS-Fli inh = -1; miR122 inh = 11; FN deposition inh = -2

# Next entries.
no.	SMILES	PAX8 inh HTS	INS-1E GSIS act	DENV2 CPE rescue	F508del corr	EWS-Fli inh	miR122 inh	FN deposition inh
49	CC1(C)CC(NC(=S)Nc2ccc([N+](=O)[O-])cc2)CC(C)(C)N1	-10	2	4	.	2	.	4
50	Cc1ccnc(NC(=O)CCC(=O)N(CC(=O)NCc2ccc(F)cc2)c2ccc(F)cc2)c1	6	11	-1	0.4	-1	.	2
51	O=C(Nc1ccc(F)cc1)N1CCCCN2[C@@H](CO)[C@@H](c3ccc(-c4ccccc4F)cc3)[C@@H]2C1	37	.	1	-4.1	-7	3[16.7 µM]	.
52	COc1ccc(NC(=O)C2(C)Cc3c(-c4ccc(N(C)C)cc4)ccnc3O2)cc1 (stereo not drawn)	25	-16	3	0.5	11	1	13
53	Cc1ccc(N=C2NC(=O)C(CC(=O)NCc3ccccc3)S2)cc1C (stereo not drawn)	20	-5	.	.	.	1	1
54	CCNC(=S)NNc1nc(N2CCCCC2)nc(N2CCOCC2)n1	-10	-20	0	1.7	6	-3	-17

# Screening results as filed in PubChem.
